# Rin1 Abl inh = human Rin1-Abl interaction inhibition; P00519+Q13671; TR-FRET Rin1/Abl binding, biochemical; inhibition, % at 7.35 µM; actives 0.4% (n = 360,000); in the data active = inhibition above about 5%, passing the limit was not always enough
# bovine MsrA act = activates bovine MsrA enzyme. purified bovine MsrA, absorbance read-out. activation, % at 10.6 µM. actives 0.3% (n = 360,000). AID 602163; in the data active = activation above about 7.5%;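 note: 0% = vehicle and 100% = reference activator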
# Rpn11 inh = inhibitors of human proteasome Rpn11. human 26S proteasome, Ub4-pepOG fluorescence polarization; 20S core pre-blocked with epoxomicin. calls only at 20 µM. actives 0.59% (n = 360,000). AID 588493;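 active = inhibition at 20 µM, scaled to each plate's controls, above about 33%, limit read from the data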
# MLLE-PAM2 inh = blocks PAM2 peptide binding to the PABP1 MLLE domain. P11940. GST-MLLE / FITC-PAM2 fluorescence polarization. inhibition, % at 20 µM. actives 0.36% (n = 360,000). AID 588489; in the data active = inhibition above about 35%, passing the limit was not always enough;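 note: plate controls were DMSO wells with GST-MLLE for no effect and wells lacking GST-MLLE protein for full effect; some results filed as inactive read as strong as hits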
# MT1-MMP act inh = MT1-MMP (human) activation inhibition | P50281 | HT1080 RFP-PRO-GFP cells, GFP/RFP ratio fluorescence, overnight; percent of plate control window, DMSO zero | GFP/RFP ratio change, % at 20 µM | actives 0.061% (n = 360,000);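 active = GFP/RFP ratio change of at least 30% with cell ATP level not reduced by more than half and red fluorescence within 50% of control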; note: strong numbers were not always called active
#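 Test system: HT1080 RFP-PRO-GFP cells; Benchmarks: DMSO and RFP-L50D-GFP cell wells; Timing: cells overnight before dosing, compound overnight, 37 °C, 5% CO2; Compound: one 20 µM compound dose with 1% DMSO; Read-out: GFP/RFP fluorescence ratio.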
# MsrA inhibitor = inhibitors of bovine MsrA | inhibition, % at 15.5 µM | actives 0.75% (n = 360,000) | purified bovine MsrA, absorbance read-out; in the data active = inhibition above about 4.5%;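 note: 0% = vehicle wells with enzyme and 100% = reference inhibitor wells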
# E coli Lon inh = inhibits E. coli Lon protease; inhibition, % at 7.94 µM; actives 0.42% (n = 360,000); purified E. coli Lon protease, fluorescence polarization; P0A9M0; in the data active = inhibition above about 13%, passing the limit was not always enough;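 note: 0% = enzyme with probe and DMSO and 100% = no enzyme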
# FAS TE block = blocks the thioesterase domain of human fatty acid synthase. P49327. inhibition, % at 15 µM. actives 0.67% (n = 360,000). recombinant FAS-TE, OMFH fluorogenic substrate, fluorescence endpoint;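 active = compounds whose normalised, plate-corrected inhibition of enzyme fluorescence in the single-dose primary screen is 50% or more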;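 note: 0% = DMSO with enzyme and 100% = substrate without enzyme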
# CSN inh = blocks human CSN-mediated cullin deneddylation | Q92905 | inhibition, % at 12.5 µM | actives 0.38% (n = 360,000) | Purified CSN, SCF-Nedd8-OG deneddylation, fluorescence polarization;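 active = pattern-corrected inhibition above about 35%, with an unprinted fluorescence ratio check between 0.5 and 1.5, limit read from the data, passing the limit was not always enough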;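 note: 0% = enzyme with substrate and 100% = substrate without enzyme; some results filed as inactive read as strong as hits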
#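 Assay system: Purified human Csn5 enzyme expressed in HEK293T cells | Amount: Enzyme 0.24 nM | Measured by: Fluorescence polarization readout | Medium: Tris/NaCl/DTT buffer, pH 7.5 | Compound dosing: One concentration, 12.5 µM, 0.25% DMSO | Times: 90 min incubation of compound, enzyme and substrate at room temperature | Control set: no-enzyme wells high, enzyme-with-substrate wells low | Read-out: % inhibition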
# * = called active by the depositor; i = inactive; . = not tested or not shown; + = active, no number. Random draw from the library; about 3.7% have a hit in one of these screens.
compound	MT1-MMP act inh	CSN inh	bovine MsrA act	Rin1 Abl inh	Rpn11 inh	E coli Lon inh	FAS TE block	MLLE-PAM2 inh	MsrA inhibitor
Nc1ncnc2c1ncn2[C@@H]1O[C@H](CNCc2ccccc2)[C@@H](O)[C@H]1O	-1	1	-3	-1	i	-3	-7	10	.
c1ccc(C2=NNC(=NCc3ccc4c(c3)OCO4)SC2)cc1	7	-2	-1	-6	i	-6	5	-1	1.4
C[C@@H](C(=O)O)[C@H]1C[C@]1(C)[C@H](NC(=O)OCc1ccccc1)c1ccccc1	1	-1	-2	4	i	4	-3	2	1.1
CCCCN(C)Cc1c(C)[nH]c2c(Cl)cccc2c1=O	8	0	-1	1	i	0	-9	-3	2.8
O=C(Nc1ccccc1Cl)c1cc(=O)c2ccccc2o1	-2	-2	-5	-1	i	0	3	1	-0.1
CC1c2ccsc2CCN1C(=O)NC(=O)c1ccc(Cl)cc1 (stereo not given)	0	-1	-1	2	i	-4	4	8	0.6
COc1[nH]c2ccc(F)cc2c1C(=O)OCC1CCN(CCNS(C)(=O)=O)CC1	4	-9	0	-1	i	-1	1	0	-0.2
CS(=O)(=O)CCC(C(=O)OCc1ccc(Br)cc1)N1C(=O)c2ccccc2C1=O (stereo not given)	-3	-3	-1	-1	i	-17	9	6	0.1
C=C1C[C@@H]2C[C@@H]2CN(S(=O)(=O)c2ccc(C)cc2)[C@@H]1COCc1ccccc1	-3	3	-1	.	.	-2	19	.	0.0
O=C(CCN1c2ccccc2Sc2ccccc21)OCC(=O)N1CCN(C(=O)c2ccco2)CC1	3	0	-8	0	i	-10	4	0	-0.4
CCC(CC)CN1CCC(CN2C(=S)NC[C@@H]2[C@@H](C)CC)CC1	6	0	0	0	i	-1	-7	-19	1.1
COC(=O)C(C)N1C(=O)S/C(=C/c2cc(C)n(C(C)C)c2C)C1=O (stereo not given)	0	6	-3	-2	i	-3	14	12	2.1
COc1ccc2c(c1)C(c1cccs1)=NNC(c1ccncc1)=N2	1	4	1	-2	i	-3	1	6	-0.2
Cc1cc(/N=C/C=C2/N(C)c3ccccc3C2(C)C)n(CCC#N)n1	3	1	-7	3	i	-13	0	-94	2.7
CN(CC(=O)Nc1ccc(Cl)c(Cl)c1)C(=O)CN1C(=O)NC2(CCCC2)C1=O	2	1	-2	4	i	-3	2	-21	-0.6
CCOC(=O)c1c(C)n(C)c2ccc(OC)c([N+](=O)[O-])c12	4	0	-1	-2	i	-4	-3	1	-0.1
Cc1nn(CCC(=O)NCCc2ccccc2Cl)c(=O)c2nn(-c3ccccc3)c(C)c12	3	3	-2	-5	i	-2	-2	1	-0.8
COc1ccc(OC)c(N2Cc3cc(C)c(C)cc3C2)c1	-14	2	-8	8	i	-7	-8	-22	0.3
COc1ccc(C(=O)N2CCN(Cc3ccc4c(c3)OCO4)CC2)cc1[N+](=O)[O-]	-2	5	-1	0	i	2	-6	1	0.5
COc1cc(C(C)=O)ccc1OCC(O)CNCC1(N2CCCCC2)CCCCC1 (stereo not given)	3	2	19*	-3	i	-1	-6	0	0.7
CCOc1ccc(N(C)S(=O)(=O)c2ccc(C)c(C(=O)N3CCN(Cc4ccc5c(c4)OCO5)CC3)c2)cc1	1	-1	-3	0	i	3	25	4	-0.1
CN(C)c1ccc(NC(=O)c2sc(SCC(=O)Nc3nccs3)nc2N)cc1	-3	1	-3	-7	i	-7	0	17	3.4
COc1ccccc1CNC(=O)[C@@H](NC(=O)C1CCN(C(=O)[C@@H]2CCCN2C(=O)OC(C)(C)C)CC1)C(C)C	-1	2	-1	1	i	-5	-5	2	0.4
Cc1ccc(NS(=O)(=O)c2cc(C(=O)O)ccc2Cl)c(C)c1	-5	0	-1	3	i	-4	-1	10	0.5
COc1ccc2oc(=O)c(/C(C)=N/Nc3ccccc3)cc2c1	-1	2	-13	-2	i	5	-5	9	-1.4
CCOc1ccc(NC(=O)CN(C)C(=O)c2ccc3c(c2)S(=O)(=O)N=C2CCCCCN23)cc1OCC	0	-1	-2	3	i	-3	-8	8	-0.5
CCc1nnc(NC(=O)Cc2ccc(OC)c(S(=O)(=O)N3CCOCC3)c2)s1	1	-2	0	0	i	-1	0	-52	0.9
Cc1cc(C)n2nc(SCCCC(=O)c3ccccc3)nc2n1	-12	-1	-3	3	i	10	-1	5	-1.3
Cc1cc(C)cc(Cn2c3ccc(NC(=O)NCc4ccccc4)cc3c(=O)n2C)c1	13	-2	0	2	i	1	-1	-4	-0.9
CCOCCCNC(=O)CN1CCN(Cc2ccc(Cl)cc2)C1=O	1	1	-5	2	i	-2	-4	-3	-0.3
CC1CCN(C(=O)c2ccc(S(=O)(=O)N3CCOCC3)cc2)CC1	-3	0	0	-2	i	-8	-3	22	0.6
CCOC(=O)CSc1ccccn1	-1	-3	-3	-1	i	-2	-12	19	-1.8
CC(Nc1nc(-c2ccc(F)cc2)cs1)c1nc2cc(C(F)(F)F)ccc2n1CCCO (stereo not given)	-1	-1	-1	-1	i	1	23	-67	0.6
CCOc1ccc(NC(=O)CCN2C(=O)CSc3ccccc32)cc1	-2	4	1	-1	i	-10	0	-23	-1.1
CS(=O)(=O)N(CCc1ccccc1)CC(=O)Nc1ccc2c(c1)OCO2	-1	0	-4	-1	i	-1	-2	0	-0.8
Nc1[nH]ncc1-c1ccc(Cl)cc1	-7	5	-2	-4	i	-8	-1	13	-0.5
c1ccc2c(-c3nnc4n3CCCCC4)cc(-c3ccncc3)nc2c1	1	1	-1	-6	i	-6	-12	2	1.9
Cc1cnc(C(=O)N2CCCC(C(=O)c3ccc(Cl)cc3C)C2)cn1 (stereo not given)	2	1	0	-1	i	2	0	7	0.7
Cc1nc(-c2nc(C(=O)NNS(C)(=O)=O)cs2)cs1	2	-2	-3	-1	i	3	-6	-6	-1.6
O=C(c1ccco1)N1CCN(S(=O)(=O)Cc2ccccc2Cl)CC1	8	-2	-10	3	i	-9	-8	5	3.5
Cc1ccc(OCC(=O)N/N=C/c2ccncc2)cc1C	2	0	-3	0	i	1	-2	-3	3.0
O=C(O)Cc1ccc(NC(=S)Nc2ccc(Br)cc2Cl)cc1	1	-1	-6	-3	i	2	-4	24	-0.3
Cc1ccsc1C(=O)OC1CCOC1=O (stereo not given)	-4	0	-2	-1	i	-1	-6	0	-1.0
CN(Cc1ccccc1)S(=O)(=O)c1ccc(Cl)c(C(=O)NCc2ccc3c(c2)OCO3)c1	4	1	3	-3	i	0	29	0	0.8
CCCOC(=O)C1C2C=C[C@]3(CN(CCc4ccccc4)C(=O)[C@H]13)O2 (stereo not given in full)	-3	2	-2	-1	i	-5	-6	5	-1.0
CC(/C=N/NC(=O)CSc1nc2ccccc2n1C)=C\c1ccco1	-3	-1	-3	1	i	5	-2	-28	1.5
O=C(NCc1nc2ncc(Br)cc2[nH]1)c1ccccc1	0	5	-3	-1	i	-1	-1	-18	0.5
COCCNC(=O)C1CCC(CNS(=O)(=O)c2ccccc2)CC1 (stereo not given)	-2	-4	-1	3	i	5	-4	8	0.4
Cc1cc(Cl)ccc1NC(=O)c1ccc2c(c1)CCN2S(C)(=O)=O	-3	-3	6	0	i	-14	-1	-1	-0.8
CCOc1ccccc1N1CCN(Cc2ccc(OC)c(OC)c2)CC1	-2	-2	-8	0	i	1	-6	8	-0.5
CCCCN(CC)Cc1ccc(CNC(=O)Nc2ccc(Cl)cc2)o1	-6	-1	-3	-1	i	10	-4	-4	0.3
Cc1ccc(C(=O)NC(CCc2ccccc2)C(=O)O)cc1 (stereo not given)	4	-3	-3	-1	i	-11	-8	3	-0.9
O=C(NN1C(=O)NC2(CCCCC2)C1=O)c1ccc(Cl)s1	2	2	-2	-2	i	8	-6	2	-1.1
COc1ccc(C(Nc2ccccn2)c2c(NC(=O)c3ccco3)sc(C)c2C)cc1OC (stereo not given)	-3	5	-6	-5	i	-4	37	22	0.9
O=C(CSc1n[nH]c(-c2cccnc2)n1)Nc1ccnc2ccccc12	-2	7	0	-3	i	-2	-8	6	0.9
O=C(c1cc(-c2ccc(F)cc2)no1)N1CCN(Cc2ccc3c(c2)OCO3)CC1	-1	-1	-2	-2	i	3	4	-5	0.8

# Remaining list, next part.
compound	MT1-MMP act inh	CSN inh	bovine MsrA act	Rin1 Abl inh	Rpn11 inh	E coli Lon inh	FAS TE block	MLLE-PAM2 inh	MsrA inhibitor
COc1cccc(NC(=O)CCNS(=O)(=O)c2ccc3c(c2)CC(C)N3C(=O)C2CC2)c1 (stereo not given)	0	-3	-3	2	i	-3	0	2	0.2
O=Cc1cc(N=Nc2ccc(S(=O)(=O)O)cc2)ccc1O	7	-4	-5	0	i	15	-2	-9	1.4
CCC(c1nnnn1C(C)(C)C)N1CCN(C2CCCC2)CC1 (stereo not given)	1	1	8.1*	2	i	-5	1	-3	0.2
Cc1ccc(C(=O)Nc2cccnc2)cc1S(=O)(=O)N1CCCCC1	0	-6	-8	3	i	-10	-4	14	-0.2
CC(C)c1ccc(N(CC(=O)N/N=C/c2ccc(OC3CSC3)cc2)S(=O)(=O)c2ccccc2)cc1	-2	-2	-3	0	+	-4	23	6	-1.5
Cc1ccc(C)c(NC(=O)c2ccccc2NS(=O)(=O)c2cc([N+](=O)[O-])ccc2C)c1	-33	0	-4	4	i	-6	40	-4	0.7
Cc1[nH][nH]c(=O)c1C(c1ccccc1[N+](=O)[O-])C(C#N)C#N (stereo not given)	-3	9	-3	-1	i	-6	-8	14	-0.4
Cc1ccc(S(=O)(=O)N/N=C/c2cc(Br)ccc2O)cc1	-1	1	-7	-2	i	-4	10	-30	4.9*
O=C(N/C(=C/c1ccccc1Cl)C(=O)N1CCCCC1)c1ccco1	-2	1	-7	-2	i	-5	3	-6	0.1
COc1cc(NC(=S)N2CCN(c3ccccn3)CC2)c(OC)cc1Cl	-3	-21	-12	0	i	3	-30	-45	0.8
CC(=O)c1cccc(NC(=O)C2CCN(C(=O)c3cccs3)CC2)c1	0	1	-3	3	i	1	-1	1	0.7
CCC(Sc1ccc2nnc(-c3cccnc3)n2n1)C(=O)OC (stereo not given)	3	-8	-7	3	i	-4	-1	-3	-0.6
O=C(CCn1c(=O)[nH]c2ccsc2c1=O)Nc1ccc(F)c(F)c1	3	3	2	-2	i	-3	1	2	0.4
OCc1ccc(-c2cccc3nccn23)cc1	1	-11	-3	-2	i	0	-11	-3	0.3
O=C1C2C(C(=O)N1/N=C/c1ccc(N3CCCCC3)o1)C1C=CC2C12CC2 (stereo not given)	-5	3	-7	0	i	9	-7	17	-0.5
